# ADAM17 inh: inhibitors of human ADAM17; P78536; recombinant ADAM17, EDANS/DABCYL FRET peptide cleavage; 0.83% of 370,000 active; inhibition, % at 6.95 µM;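 active = inhibition above the mean of compounds lying between control limits plus 3 SD, set per campaign, cut at about 8.5% in these data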;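 note: 0% = DMSO-only wells as the low control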
# Target sequence (P78536 215-824 limits assumed): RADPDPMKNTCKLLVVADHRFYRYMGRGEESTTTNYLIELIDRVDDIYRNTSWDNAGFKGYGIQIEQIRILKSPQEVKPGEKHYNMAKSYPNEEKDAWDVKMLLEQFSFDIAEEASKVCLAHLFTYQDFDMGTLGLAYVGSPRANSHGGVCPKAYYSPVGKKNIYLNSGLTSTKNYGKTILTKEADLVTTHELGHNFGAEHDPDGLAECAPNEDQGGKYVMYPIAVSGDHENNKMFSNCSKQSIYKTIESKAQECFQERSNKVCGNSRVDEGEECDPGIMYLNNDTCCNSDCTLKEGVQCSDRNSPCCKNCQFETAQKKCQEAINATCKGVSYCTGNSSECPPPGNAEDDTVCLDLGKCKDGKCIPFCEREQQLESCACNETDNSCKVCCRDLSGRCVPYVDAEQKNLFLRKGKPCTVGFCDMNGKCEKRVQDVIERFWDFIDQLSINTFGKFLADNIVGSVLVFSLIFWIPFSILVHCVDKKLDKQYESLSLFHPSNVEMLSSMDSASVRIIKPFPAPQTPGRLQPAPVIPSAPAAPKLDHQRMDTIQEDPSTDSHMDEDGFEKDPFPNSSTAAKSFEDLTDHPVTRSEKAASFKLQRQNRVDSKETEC
# NR1D1 modulator: modulates human Rev-erb alpha binding to DNA | P20393 | Rev-erbα–FITC-DNA binding, fluorescence polarization, 90 min | activity, % at 10 µM | 0.79% of 370,000 active | AID 1259318;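 active = activity above about 14%, limit read from the data; passing the limit was not always enough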;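 note: 0% = DMSO wells with 35 nM protein and 100% = DMSO wells with 750 nM protein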
# SMARCA2 activ: increases SMARCA2 function in MMTV reporter cells; 1% of 370,000 active; activation, % at 9.1 µM; MG213 cells, MMTV-luciferase reporter, dexamethasone, overnight; in the data active = activation above about 7.8%;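 note: 0% = vehicle wells and 100% = reference activator wells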
# hgDAF-12 ag: agonists of H. glycines DAF-12 nuclear receptor. AID 687014. activation, % at 6.8 µM. 1.8% of 370,000 active. HEK293 GAL4-hgDAF12 UAS-luciferase reporter, agonist luminescence; normalized to butyrate control;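 active = activation above a cutoff set at the mean of all screened compounds plus 3 SD, cut at about 10% in these data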;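 note: 0% = DMSO wells and 100% = sodium butyrate wells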
# MBD2 inh: inhibitors of human MBD2 binding to methylated oligonucleotide; Q9UBB5; TR-FRET; inhibition, % at 4.4 µM; 0.31% of 370,000 active; AID 686964; in the data active = inhibition above about 13%
# PLC-beta3 inh: blocks human PLC-beta3 enzyme activity. inhibition, % at 12.2 µM. Purified PLC-beta3, fluorogenic substrate, fluorescence. 0.18% of 370,000 active. AID 720704. Q01970; in the data active = inhibition above about 11%;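 note: 0% = median of compound wells on plate and 100% = full blocker control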
# ssDAF-12 act: S. stercoralis DAF-12 activation, primary screen | HEK293 ssDAF-12/GRIP1 lit1-tk-luc reporter, luminescence; % of 3 µM dafachronic acid response | activation, % at 6.8 µM | 1% of 370,000 active | AID 652126;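 active = activation above the mean over all tested compounds plus 3 SD, cut at about 0.9% in these data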;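 note: 0% = DMSO-only wells and 100% = 3 µM delta7-dafachronic acid wells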
# hcDAF-12 act: activates DAF-12 receptor from parasite H. contortus; HEK293 hcDAF-12 lit1-tk-luc reporter, luminescence; 0% DMSO, 100% Δ7-dafachronic acid; activation, % at 6.8 µM; 1.4% of 370,000 active; AID 652067;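 active = activation above the mean of all tested compounds plus 3 SD, cut at about 5.5% in these data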;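 note: 100% = response to 3 µM Δ7-dafachronic acid high control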
# DAX1 inh-1: inhibitors of human orphan nuclear receptor DAX1 (NR0B1). P51843. HEK293 Gal4-DAX1 luciferase reporter, luminescence. inhibition, % at 6.75 µM. 0.99% of 340,000 active. AID 504766;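 active = inhibition above the mean over all tested compounds plus 3 SD, cut at about 4.2% in these data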;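 note: 0% = DAX1-transfected cells with DMSO and 100% = empty-vector control cells with DMSO; inhibition shows as a rise in luminescence from relieved DAX1 repression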
# Target sequence (P51843 207-470 limits assumed): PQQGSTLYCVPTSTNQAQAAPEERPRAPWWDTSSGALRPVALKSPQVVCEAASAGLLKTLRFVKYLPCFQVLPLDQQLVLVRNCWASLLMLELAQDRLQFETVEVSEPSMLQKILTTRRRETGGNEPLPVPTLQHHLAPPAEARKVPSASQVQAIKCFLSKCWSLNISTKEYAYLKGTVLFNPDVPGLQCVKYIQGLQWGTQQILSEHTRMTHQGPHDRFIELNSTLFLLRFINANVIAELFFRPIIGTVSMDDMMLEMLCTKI
# DAX1 inh-2: blocks DAX1 repression of SF-1 activated StAR promoter | HEK293T StAR-luciferase reporter, SF-1/DAX-1 repression relief | inhibition, % at 6.8 µM | 1.1% of 370,000 active | AID 652010;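 active = inhibition above the mean over all tested compounds plus 3 SD, cut at about 3.6% in these data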;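 note: 0% = DAX-1 cells with DMSO and 100% = cells lacking DAX-1 with DMSO; higher inhibition means more luminescence from relief of DAX-1 repression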
# PLCg1 inh: PLC-gamma1 (human) inhibition, primary screen; 0.84% of 370,000 active; inhibition, % at 12.2 µM; purified PLC-gamma1, fluorogenic substrate, fluorescence; P19174; AID 720700; in the data active = inhibition above about 9.5%
# An asterisk follows results filed as active; · = not tested or not shown. Rows are unselected. About 7.4% of those tested had a hit in this group.
SMILES,ADAM17 inh,NR1D1 modulator,SMARCA2 activ,hgDAF-12 ag,MBD2 inh,PLC-beta3 inh,ssDAF-12 act,hcDAF-12 act,DAX1 inh-1,DAX1 inh-2,PLCg1 inh
COc1ccc(NS(=O)(=O)c2ccc(OC)c(N(C)S(=O)(=O)c3ccc(Cl)cc3)c2)cc1,7,1,-7,-6.0,8,2,-2.5,-3.4,-4.3,-2.8,1
Cn1c(N)c(C(=O)COC(=O)c2nc(Cl)ccc2Cl)c(=O)n(C)c1=O,-4,-1,-2,-0.7,1,-5,-0.9,0.3,0.0,0.3,0
CCCC1CCC(c2nc(-c3cccnc3)no2)CC1 (centres undefined),-2,-1,-2,0.5,1,0,-0.9,0.1,4.7*,0.8,1
CC1Cc2ccccc2N1C(=O)COC(=O)C1(c2ccccc2F)CCCC1 (centres undefined),4,0,-3,-4.5,-3,4,-1.4,-1.3,-1.1,-0.8,1
COc1ccc(/C=N/NC(=O)c2ccc(O)cc2O)cc1CSc1ccccn1,-9,-4,-2,-0.5,3,-84,-1.7,4.5,0.2,0.2,-70
CCN(C(=O)COC(=O)[C@H](C)N=C1NS(=O)(=O)c2ccccc21)C1CCS(=O)(=O)C1 (some centres undefined),-5,6,-2,-2.8,3,-12,-1.1,-0.5,-0.4,2.1,3
CN1CCc2c(OCC(=O)N3N=C(c4cccs4)CC3c3ccc(F)cc3)cccc2C1=O (centres undefined),-9,8,-5,-4.0,3,-29,-1.6,-2.1,-1.0,-0.7,-20
Cc1ccc(-n2ncc3c(=O)n(CC(=O)N(C(C)C)C(C)C)cnc32)cc1,2,-4,-3,-0.1,-1,-2,-1.7,-0.9,0.0,0.2,6
CCOc1cc(N2CCOCC2)c(OCC)cc1NC(=O)c1cc(-c2ccco2)nc2ccccc12,-2,-2,-1,-5.1,-7,-1,-1.4,-1.5,-2.3,-2.0,2
CSc1ccc(C(=O)NC2CCSc3ccccc32)cc1 (centres undefined),0,1,0,2.9,1,-4,-1.1,2.3,-1.1,-0.3,1
COc1ccc(NC2=NCC(=O)N2c2ccccc2)c(OC)c1,-6,-3,-2,0.4,0,2,-1.0,-0.1,0.0,-0.5,0
CC(C)n1c(/N=C/c2c[nH]c3ccccc23)nc2ccccc21,-4,7,5,2.7,-2,2,-0.6,3.2,-0.9,-0.6,1
CCCCOP(=O)(c1ccc(N(C)C)cc1)C(O)c1c(Cl)cccc1Cl (centres undefined),-1,2,-2,-1.3,-3,-2,-1.6,-1.7,0.1,-0.5,2
O=C(Cn1c2[n+](c3ccc(C(F)(F)F)cc31)CCCCC2)Nc1ccccc1,-1,-2,-3,-1.1,-2,-1,-0.4,5.9*,-0.3,0.1,-1
O=C(c1ccco1)N1N=C(c2cccs2)CC1c1cc([N+](=O)[O-])ccc1O (centres undefined),3,16,-1,-1.6,5,-11,0.1,1.9,0.9,-0.2,7
Cc1ccc(NC(=O)CSc2nncs2)cc1Cl,-1,4,1,2.2,-1,-9,-1.3,-1.9,0.8,-1.3,-1
O=C(COc1ccc2ccc(=O)oc2c1)N1CCc2ccccc21,-4,-1,-2,2.1,2,-10,-0.5,-1.0,2.1,0.2,-6
CC(=O)c1ccc(S(=O)(=O)Nc2cccc(S(=O)(=O)NC3=NCCC3)c2)cc1,-2,-9,-2,-0.4,-8,5,-1.6,-1.4,-0.3,0.4,4
Cc1cc(NC(=O)CSc2nnc(-c3ccc([N+](=O)[O-])cc3)o2)no1,0,-6,2,2.9,3,-5,-0.7,-0.4,1.4,-1.3,3
CC(C)CN(C(=O)COC(=O)c1cccc2ccccc12)c1c(N)n(Cc2ccccc2)c(=O)[nH]c1=O,-4,-6,-5,2.2,4,-5,-1.0,1.6,0.1,0.1,4
CCN(CC(=O)Nc1c(F)cccc1F)C(=O)CCNS(=O)(=O)c1ccc(C)c(C)c1,-3,-4,-3,-2.0,-4,-4,-1.2,-0.5,0.2,-1.7,0
CCc1ccccc1N(CC(=O)NCc1ccc(OC)cc1)C(=O)CCC(=O)Nc1ccccn1,-2,-4,-1,-0.4,1,-6,-1.2,-3.6,-0.8,-0.1,4
COc1ccccc1CN=Cc1[nH]c2ccc(Br)c(Cl)c2c1O,-1,-2,-2,0.2,-3,-8,-1.1,1.1,-1.4,-0.7,-9
O=C(Nc1ccccc1)OCCN1CCN(Cc2ccccc2)CCC1=O,-1,5,1,-0.1,1,2,-1.1,-0.6,0.3,-0.3,2
Cc1cccc(OCc2nnc(SCC(=O)N(C)C3CCCCC3)o2)c1,4,5,-3,-1.7,-6,-7,-1.3,0.2,-0.7,-1.2,-1
COC1=CCC2([N+](=O)[O-])CN(CCO)CC1([N+](=O)[O-])C2 (centres undefined),1,-3,-2,-2.5,0,-5,-1.1,-1.1,-0.8,0.6,-3
Cc1cc(NC(=O)c2cc(C3CC3)on2)no1,-2,7,0,15*,4,-3,-0.3,0.4,1.4,2.6,-1
O=C(C[C@@H]1C/C=C\C[C@@H](Cc2ccc(F)cc2)C(=O)OC[C@H]2CCCN2C1=O)NCCO,-8,0,0,0.1,2,-3,0.2,1.5,0.2,0.1,0
CC(=O)O[C@]1(C(C)=O)CC[C@H]2[C@@H]3C=C(C)C4=CC(=O)CC[C@@H]4[C@H]3CC[C@@]21C,-3,-5,-4,-1.3,-9,-23,-1.4,-1.9,0.1,-1.0,-20
O=C(O)/C=C/C(=O)N1CCN(c2ccccc2F)CC1,-2,-9,-2,-0.4,5,0,-0.8,-1.9,0.0,-0.2,1

# Limited to PLC-beta3 inh and DAX1 inh-1, for 2 of the compounds above:
mol | PLC-beta3 inh | DAX1 inh-1
O=C(C[C@@H]1C/C=C\C[C@@H](Cc2ccc(F)cc2)C(=O)OC[C@H]2CCCN2C1=O)NCCO | -3 | 0.2
CC(=O)O[C@]1(C(C)=O)CC[C@H]2[C@@H]3C=C(C)C4=CC(=O)CC[C@@H]4[C@H]3CC[C@@]21C | -23 | 0.1

# Remaining list, next part.
SMILES,ADAM17 inh,NR1D1 modulator,SMARCA2 activ,hgDAF-12 ag,MBD2 inh,PLC-beta3 inh,ssDAF-12 act,hcDAF-12 act,DAX1 inh-1,DAX1 inh-2,PLCg1 inh
CCOC(=O)c1ccc(NC(=O)C2(c3ccc(OC)cc3)CCOCC2)cc1,-3,·,-2,0.7,-1,3,-1.9,-1.1,-0.8,-0.2,-2
O=C(Nc1cccc(N=Cc2cc(Br)cc(Br)c2O)c1)c1ccco1,-6,-2,0,0.9,-3,-24,-1.3,3.8,0.8,-0.2,-22
COC(=O)[C@]12C[C@H](CC(=O)N3CCCC3)C(=O)N(Cc3ccc(Cl)cc3Cl)C1=C[C@H](COCc1ccccc1)O[C@@H]2C,4,3,-3,-4.1,1,3,-2.0,-3.8,·,-0.8,5
O=C(CN1CCN(S(=O)(=O)c2ccccc2)CC1)N1CCc2ccccc21,-4,2,-1,1.5,-3,-6,-1.5,-0.6,-0.2,1.2,-1
CCC1(c2ccc(F)cc2)NC(=O)N(CC(=O)N2CCN(S(=O)(=O)c3ccc(C)cc3)CC2)C1=O (centres undefined),-1,-2,-2,-0.9,1,2,-0.6,-0.8,-0.9,-0.7,0
CS(=O)(=O)N(CC(=O)NCc1ccccc1Cl)Cc1ccccc1,-4,7,-1,-1.4,0,0,-1.3,-1.9,0.3,-0.4,0
C#CCNC(=O)C[C@@H]1C[C@@]2(C(=O)OC)CCCCC=C2N(CCc2ccc(OC)c(OC)c2)C1=O,-2,-5,0,1.7,0,4,-1.2,-0.3,·,1.0,-1
c1ccc2c(NC3CCCC3)nnc(NC3CCCC3)c2c1,-24,0,-3,-0.4,-2,-188,-1.1,0.2,1.7,-0.3,-192
O=C(CCCc1nc2ccccc2s1)Nc1nccs1,7,0,-1,3.6,-7,4,-0.9,0.7,1.2,0.6,5
CCOC(=O)c1nnn(CC(=O)N2N=C(c3ccc(Cl)cc3)CC2c2ccc(OC)cc2)c1C(=O)OCC (centres undefined),-3,4,-2,-2.4,-3,2,-0.9,-0.8,0.6,-0.8,-3
O=C1C(Cl)=C(Nc2cccc(O)c2)C(=O)N1Cc1ccccc1,1,1,-2,-6.7,3,-1,-1.4,-1.2,-0.9,-1.2,-2
Cn1c(N)c(C(=O)COC(=O)c2ccc(F)cc2Cl)c(=O)n(C)c1=O,-1,-6,-3,1.6,-2,-6,-1.3,-0.9,-0.3,2.3,0

# Among those listed so far, 6 contain two or more sulfur atoms:
SMILES,ADAM17 inh,NR1D1 modulator,SMARCA2 activ,hgDAF-12 ag,MBD2 inh,PLC-beta3 inh,ssDAF-12 act,hcDAF-12 act,DAX1 inh-1,DAX1 inh-2,PLCg1 inh
COc1ccc(NS(=O)(=O)c2ccc(OC)c(N(C)S(=O)(=O)c3ccc(Cl)cc3)c2)cc1,7,1,-7,-6.0,8,2,-2.5,-3.4,-4.3,-2.8,1
CCN(C(=O)COC(=O)[C@H](C)N=C1NS(=O)(=O)c2ccccc21)C1CCS(=O)(=O)C1 (some centres undefined),-5,6,-2,-2.8,3,-12,-1.1,-0.5,-0.4,2.1,3
CSc1ccc(C(=O)NC2CCSc3ccccc32)cc1 (centres undefined),0,1,0,2.9,1,-4,-1.1,2.3,-1.1,-0.3,1
Cc1ccc(NC(=O)CSc2nncs2)cc1Cl,-1,4,1,2.2,-1,-9,-1.3,-1.9,0.8,-1.3,-1
CC(=O)c1ccc(S(=O)(=O)Nc2cccc(S(=O)(=O)NC3=NCCC3)c2)cc1,-2,-9,-2,-0.4,-8,5,-1.6,-1.4,-0.3,0.4,4
O=C(CCCc1nc2ccccc2s1)Nc1nccs1,7,0,-1,3.6,-7,4,-0.9,0.7,1.2,0.6,5
